From PubChem
CHO-K1 Ca ag: nonselective activator or artifact in parental CHO-K1 cells | 360,000 compounds, 0.48% hits | activation, % at 3 µM | Fluo-8 calcium fluorescence; scaled to maximal ATP response, vehicle zero; in the data active means activation above about 15%;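 further: untransfected CHO-K1 host cells lacking M1 receptor as counterscreen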
CHO-K1 Ca antag: counter-screen for M1 antagonists: effect in parental CHO-K1 cells | ATP-induced calcium, Fluo-8 fluorescence | inhibition, % at 3 µM | 360,000 compounds, 0.6% hits | AID 602250;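 active means inhibition above a per-plate cutoff, the plate's mean sample inhibition plus 3 SD, cut at about 24% in these data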;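 further: 0% = DMSO plus EC80 ATP and 100% = DMSO alone without ATP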
M4 PAM: positive allosteric modulators of human muscarinic M4 receptor; activation, % at 3 µM; 360,000 compounds, 0.4% hits; P08173; CHO-K1 hM4/Gqi5, Fluo-8 calcium fluorescence, ACh EC20; 0% = ACh EC20, 100% = maximal ACh;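 active means activation above its plate's cutoff, the mean activation of sample wells plus 3 SD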; further: some results filed as inactive read as strong as hits
Target sequence (P08173 whole entry, looked up): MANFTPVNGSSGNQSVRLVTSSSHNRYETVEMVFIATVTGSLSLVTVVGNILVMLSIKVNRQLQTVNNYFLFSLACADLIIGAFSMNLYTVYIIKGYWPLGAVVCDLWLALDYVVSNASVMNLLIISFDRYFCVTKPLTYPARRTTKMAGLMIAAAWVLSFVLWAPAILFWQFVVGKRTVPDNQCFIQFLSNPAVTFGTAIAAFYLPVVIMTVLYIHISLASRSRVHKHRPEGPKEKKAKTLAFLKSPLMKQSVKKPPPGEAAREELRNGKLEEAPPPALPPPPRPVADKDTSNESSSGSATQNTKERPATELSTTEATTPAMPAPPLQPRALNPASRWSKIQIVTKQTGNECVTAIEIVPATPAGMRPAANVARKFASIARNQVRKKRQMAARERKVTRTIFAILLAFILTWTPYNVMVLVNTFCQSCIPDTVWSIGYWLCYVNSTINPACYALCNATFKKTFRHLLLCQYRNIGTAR
CHRM4 antagonist: antagonists of human muscarinic M4 receptor (CHRM4); CHO-hM4 cells, ACh EC80, Fluo-8 calcium fluorescence; AID 624125; inhibition, % at 3 µM; 360,000 compounds, 0.73% hits; P08173;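 active means inhibition above its plate's cutoff, the mean inhibition of sample wells plus 3 SD, cut at about 27% in these data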;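 further: 0% = acetylcholine EC80 with DMSO and 100% = DMSO without agonist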
M5 ag: agonists of human muscarinic M5 receptor (CHRM5) | CHO-K1 hM5 cells, Fluo-8 calcium fluorescence; 0% DMSO wells, 100% maximal acetylcholine response | activation, % at 3 µM | 360,000 compounds, 0.19% hits | P08912;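 active means activation above the run's mean over test compounds plus 3 SD, cut at about 23% in these data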;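 further: signal is peak over basal fluorescence ratio across the kinetic read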
Target sequence (P08912 whole entry, looked up): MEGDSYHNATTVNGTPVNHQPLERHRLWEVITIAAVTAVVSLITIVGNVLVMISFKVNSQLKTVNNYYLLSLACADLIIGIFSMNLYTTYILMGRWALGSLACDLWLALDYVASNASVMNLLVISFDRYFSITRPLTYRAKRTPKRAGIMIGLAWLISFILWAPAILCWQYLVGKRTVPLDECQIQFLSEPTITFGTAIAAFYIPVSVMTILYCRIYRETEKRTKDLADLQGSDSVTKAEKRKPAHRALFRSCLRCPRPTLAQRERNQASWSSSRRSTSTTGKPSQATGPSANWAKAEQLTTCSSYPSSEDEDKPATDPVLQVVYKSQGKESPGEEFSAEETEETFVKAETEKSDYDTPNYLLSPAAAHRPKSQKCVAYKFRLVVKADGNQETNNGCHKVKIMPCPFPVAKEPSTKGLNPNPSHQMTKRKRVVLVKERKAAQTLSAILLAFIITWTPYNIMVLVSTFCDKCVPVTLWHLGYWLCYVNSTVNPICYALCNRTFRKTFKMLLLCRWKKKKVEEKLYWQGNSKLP
M5 PAM: CHRM5 positive allosteric modulation; P08912; CHO-K1 hM5, Fluo-8 calcium, ACh EC20 PAM; 0% = ACh EC20, 100% = ACh EC100; activation, % at 3 µM; 360,000 compounds, 0.3% hits; AID 624038;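 active means activation above the run cutoff, the mean activation of all test compounds plus 3 SD, cut at about 18% in these data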
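Assay system: CHO-K1 hM5 cells. Also added: acetylcholine at EC20 concentration, added after compound. Dosing: 3 µM, single dose. Times: compound preincubation 140 s before EC20 acetylcholine addition. Signal: Fluo-8 calcium fluorescence. Measure: % activation relative to EC20 and EC100 ACh responses. Repeats: singlicate, one well per test compound.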
CHRM4 agonist: agonists of human muscarinic M4 receptor (CHRM4). P08173. AID 624127. CHO-K1 hM4/Gqi5, Fluo-8 calcium fluorescence; vehicle 0%, full acetylcholine response 100%. activation, % at 3 µM. 360,000 compounds, 0.14% hits;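 active means activation above the run mean over all test wells plus 3 SD, cut at about 32% in these data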;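 further: peak over basal fluorescence ratio per well then scaled between controls; 0% = DMSO wells and 100% = acetylcholine at EC100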
CHRM5 antagonist: blocks acetylcholine activation of human M5 receptor. AID 624040. 360,000 compounds, 0.59% hits. CHO-hM5 cells, Fluo-8 calcium fluorescence, ACh EC80. inhibition, % at 3 µM. P08912;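 active means inhibition above a per-plate cutoff, the mean of that plate's test compounds plus 3 SD, cut at about 27% in these data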;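 further: 0% = acetylcholine EC80 with DMSO and 100% = DMSO without agonist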
CHO-K1 Ca PAM: counter-screen for M1 PAMs: effect in parental CHO-K1 cells | ATP EC20, Fluo-8 calcium fluorescence; 0% at ATP EC20, 100% at ATP max | activation, % at 3 µM | 360,000 compounds, 0.02% hits | AID 602247;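 active means activation above the run cutoff, the mean activation of all test compounds plus 3 SD, cut at about 40% in these data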;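 further: peak over basal fluorescence ratio in a 140 s read after ATP addition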
* = called active by the depositor.

Codes – A = CHO-K1 Ca ag; B = CHO-K1 Ca antag; C = M4 PAM; D = CHRM4 antagonist; E = M5 ag; F = M5 PAM; G = CHRM4 agonist; H = CHRM5 antagonist; I = CHO-K1 Ca PAM
Cc1cc(NC(=O)C2(c3ccccc3)CCCC2)no1
  A = -0.2; B = -6; C = -1; D = -1; E = -4; F = 2; G = 0; H = 2; I = 22
O=C(O)C(Cc1ccc(O)cc1)N1C(=O)c2ccccc2C1=O (stereo unspecified)
  A = 0.5; B = -13; C = -5; D = 8; E = -3; F = -1; G = 0; H = 8; I = 5
CCCNC(=O)N1CCN(Cc2ccco2)CC1
  A = -0.2; B = 9; C = 6; D = -6; E = 0; F = 5; G = 0; H = 2; I = -6
Cc1ccc(Cc2nnc(SCC(=O)Nc3ccccc3)n(N)c2=O)cc1
  A = 0.0; B = -2; C = 7; D = -13; E = -3; F = 3; G = 3; H = 0; I = 2
CC[C@]1(c2ccccc2C)ON(c2ccccc2C(F)(F)F)C1=O
  A = -0.2; B = -5; C = -4; D = 8; E = -1; F = 1; G = 0; H = 5; I = -1
OCCc1ccc(O)c(-n2nc3ccccc3n2)c1
  A = 2.5; B = -20; C = -7; D = 1; E = 0; F = 2; G = 2; H = -6; I = 10
CC(c1ccon1)N(C)C(=O)CCc1nnc(C2(c3ccc(Cl)cc3)CCC2)o1 (stereo unspecified)
  A = 0.1; B = -6; C = 10; D = -14; E = -8; F = 7; G = 2; H = 1; I = -8
COc1cc(C)ccc1OCCCOc1cc(C)ccc1Cl
  A = 0.5; B = -10; C = 9; D = -6; E = -3; F = 2; G = -1; H = 3; I = 16
CCC(C)NC(=O)c1cccc(C)c1 (stereo unspecified)
  A = 1.1; B = -7; C = -4; D = -7; E = -5; F = -5; G = 0; H = 11; I = 20
CC(C)(C)OC(=O)N[C@H]1C=C[C@H](OC(=O)CC(=O)OCC(F)(F)F)C1
  A = 1.1; B = -22; C = 0; D = -7; E = 0; F = -1; G = 2; H = 2; I = 14
CCOC(=O)c1sc(NC(=O)CSc2nc3c(cc2C#N)CCCCC3)c(C#N)c1C
  A = 0.5; B = -6; C = 3; D = -5; E = -4; F = -11; G = 2; H = 3; I = 7
O=C(Cn1cnc2cc([N+](=O)[O-])ccc2c1=O)NCCc1ccc(F)cc1
  A = -0.1; B = 5; C = 7; D = -2; E = 0; F = -9; G = 0; H = 14; I = -6
O=C(CSc1ccncc1)Nc1ccc2ccccc2c1
  A = 4.2; B = -6; C = -2; D = 8; E = 2; F = -6; G = 5; H = 7; I = 9
CCCN1CCN(C(=O)c2ccc(-c3ccc([N+](=O)[O-])cc3)o2)CC1
  A = -0.3; B = -9; C = 5; D = -12; E = 0; F = 3; G = 1; H = 9; I = -6
O=[N+]([O-])c1cc(N=Nc2ccc3ccccc3c2)ccc1O
  A = 1.6; B = 3; C = 2; D = -3; E = 5; F = 1; G = 1; H = 3; I = 11
NC(=O)Cc1ccc(C(=O)c2ccccc2)s1
  A = 0.3; B = 2; C = 1; D = -1; E = -6; F = -6; G = 1; H = -6; I = 10
FC(F)(F)C(Oc1nc(NC2CCCCC2)nc(N2CCOCC2)n1)C(F)(F)F
  A = 0.2; B = 5; C = 6; D = -1; E = -8; F = 12; G = -2; H = 7; I = 9
CCc1ccccc1Nc1nc(N)nc(COC(=O)C2CCN(C(=O)c3ccc(F)cc3)CC2)n1
  A = 4.5; B = -7; C = -2; D = -9; E = 6; F = -1; G = 7; H = 6; I = -1
O=C(NCC1CCCCC1)C1CCC(=O)N(CCc2cccc(F)c2)C1 (stereo unspecified)
  A = 0.1; B = -14; C = 4; D = -5; E = -2; F = 0; G = 1; H = 6; I = 6
CCOC(=O)c1c(NC(C)=O)sc2c(OCC(O)CNC(C)(C)C)c(Br)ccc12 (stereo unspecified)
  A = 0.4; B = -3; C = -4; D = -1; E = -2; F = -5; G = 3; H = 4; I = -12

A different layout for some results above:
mol	CHO-K1 Ca ag	CHO-K1 Ca antag	M4 PAM	CHRM4 antagonist	M5 ag	M5 PAM	CHRM4 agonist	CHRM5 antagonist	CHO-K1 Ca PAM
O=C(NCC1CCCCC1)C1CCC(=O)N(CCc2cccc(F)c2)C1 (stereo unspecified)	0.1	-14	4	-5	-2	0	1	6	6
CCOC(=O)c1c(NC(C)=O)sc2c(OCC(O)CNC(C)(C)C)c(Br)ccc12 (stereo unspecified)	0.4	-3	-4	-1	-2	-5	3	4	-12

New compounds follow
Codes – A = CHO-K1 Ca ag; B = CHO-K1 Ca antag; C = M4 PAM; D = CHRM4 antagonist; E = M5 ag; F = M5 PAM; G = CHRM4 agonist; H = CHRM5 antagonist; I = CHO-K1 Ca PAM
COC(=O)c1cc(C#N)c(NCc2ccc(Cl)cc2Cl)nc1C
  A = 0.0; B = 1; C = -2; D = -4; E = -1; F = -3; G = 0; H = -5; I = 11
c1ccc2c(c1)CCNC2c1ccncc1 (stereo unspecified)
  A = 0.9; B = -1; C = 2; D = 4; E = 3; F = -1; G = 1; H = 0; I = 6
C=CCn1nc(C(=O)N2CCOCC2)cc1-c1sc(NC(=O)c2ccccc2)nc1C
  A = 3.4; B = -5; C = 1; D = -8; E = 2; F = -1; G = 4; H = 7; I = 20
O=C(O)/C=C/C(=O)Nc1ccc(SC(F)(F)F)cc1
  A = -0.5; B = 23; C = -2; D = 0; E = 0; F = -5; G = 0; H = 2; I = -8
CCOC(=O)c1ccc(NC2c3ncccc3C(=O)N2Cc2ccc(F)cc2)cc1 (stereo unspecified)
  A = 1.6; B = -22; C = 5; D = -4; E = 1; F = -6; G = 3; H = 3; I = 12
O=C(c1cc2cc(Br)ccc2o1)N1CCOCC1
  A = 0.8; B = -10; C = -5; D = 2; E = 1; F = 0; G = 1; H = -11; I = 6
Cc1c2c(nc3c(C)cccc13)OC(C)C2 (stereo unspecified)
  A = 0.6; B = -13; C = 2; D = -4; E = -6; F = 0; G = 0; H = 0; I = 22
COc1ccccc1-c1sc2ccccc2c1-c1ccc(OCCN2CCOCC2)cc1
  A = 0.6; B = -18; C = 0; D = -12; E = 1; F = -4; G = 3; H = 1; I = 22
COc1cc(C=O)ccc1OCCOCCOc1ccc(Cl)cc1Cl
  A = 0.6; B = 0; C = 13; D = 4; E = -2; F = 6; G = 2; H = 13; I = -1
COC(=O)CSc1nc(C)c2ccc(OC)cc2n1
  A = 1.1; B = -5; C = 6; D = -4; E = 1; F = -4; G = 1; H = 11; I = 13
CCC(C(=O)NCc1ccco1)n1nc(C)n2c(cc3occc32)c1=O (stereo unspecified)
  A = 0.6; B = -11; C = 3; D = 8; E = -4; F = 0; G = 1; H = 4; I = 7
CCOC(=O)N1CCN(CCC(=O)Nc2cc(C)ccc2OC)CC1
  A = 1.2; B = -18; C = 6; D = -6; E = -1; F = 8; G = 1; H = 2; I = 14
Cc1cc(NC(=O)COC(=O)c2c(C)nn(-c3ccccc3)c2C)no1
  A = -0.6; B = -1; C = -2; D = 3; E = -2; F = -4; G = -1; H = 1; I = -3
COc1cccc(C(=O)c2ccccc2C(=O)O)c1
  A = 1.2; B = -8; C = 1; D = 1; E = 2; F = 4; G = 1; H = -2; I = 17
COC(=O)CSc1nc2ccccn2c(=O)c1C=O
  A = 1.4; B = -14; C = 16; D = -3; E = -3; F = 6; G = 1; H = -5; I = 13
COC(=O)c1ccc(NC(=O)NS(=O)(=O)c2ccc(C)cc2)cc1
  A = 0.4; B = 2; C = 1; D = 10; E = 1; F = -1; G = 0; H = -5; I = 12
O=C(NCCN1CCCCC1)Nc1ccc(F)c(Cl)c1
  A = 0.6; B = 17; C = -1; D = 4; E = -2; F = -4; G = 1; H = -4; I = -10
O=C(c1sc2ccccc2c1Cl)N1CCN(CCc2ccccn2)CC1
  A = 0.8; B = -1; C = 8; D = -2; E = -4; F = 0; G = 5; H = 5; I = 2
CC(=O)Nc1ccc(S(=O)(=O)NCC2CCC(C(=O)NCCC(C)C)CC2)cc1 (stereo unspecified)
  A = 0.0; B = 0; C = -3; D = 4; E = -2; F = 0; G = 1; H = 1; I = 14
O=c1cc(CSc2ccccc2)[nH]c(=S)[nH]1
  A = 0.2; B = -13; C = 4; D = -2; E = -10; F = -5; G = 1; H = -3; I = 25

4 neighbouring entries out of the list so far, for reference:
Codes – A = CHO-K1 Ca ag; B = CHO-K1 Ca antag; C = M4 PAM; D = CHRM4 antagonist; E = M5 ag; F = M5 PAM; G = CHRM4 agonist; H = CHRM5 antagonist; I = CHO-K1 Ca PAM
O=C(NCCN1CCCCC1)Nc1ccc(F)c(Cl)c1
  A = 0.6; B = 17; C = -1; D = 4; E = -2; F = -4; G = 1; H = -4; I = -10
O=C(c1sc2ccccc2c1Cl)N1CCN(CCc2ccccn2)CC1
  A = 0.8; B = -1; C = 8; D = -2; E = -4; F = 0; G = 5; H = 5; I = 2
CC(=O)Nc1ccc(S(=O)(=O)NCC2CCC(C(=O)NCCC(C)C)CC2)cc1 (stereo unspecified)
  A = 0.0; B = 0; C = -3; D = 4; E = -2; F = 0; G = 1; H = 1; I = 14
O=c1cc(CSc2ccccc2)[nH]c(=S)[nH]1
  A = 0.2; B = -13; C = 4; D = -2; E = -10; F = -5; G = 1; H = -3; I = 25

Additional results
Codes – A = CHO-K1 Ca ag; B = CHO-K1 Ca antag; C = M4 PAM; D = CHRM4 antagonist; E = M5 ag; F = M5 PAM; G = CHRM4 agonist; H = CHRM5 antagonist; I = CHO-K1 Ca PAM
Cc1cnc(SCc2ccc(Cl)cc2Cl)[nH]c1=O
  A = -0.4; B = -13; C = 5; D = -16; E = -6; F = 3; G = 0; H = 9; I = 16
COc1ccc(Cl)cc1NC(=O)C1Cc2ccccc2CN1S(C)(=O)=O (stereo unspecified)
  A = -0.5; B = -9; C = 12; D = -8; E = -3; F = 4; G = 2; H = -3; I = 15
COc1ccc(/C=C/C(=O)c2ccc(NS(=O)(=O)c3ccc(C)cc3)cc2)cc1O
  A = 2.8; B = -3; C = -16; D = 8; E = -1; F = -13; G = 10; H = 18; I = 7
O=C(O)c1ccc(N/N=C/c2ccc3ncccc3c2)cc1
  A = 0.6; B = -9; C = 0; D = -2; E = 0; F = -1; G = 1; H = -6; I = 7
CCCS(=O)(=O)NC(=O)C1(C)CCN(C(=O)c2ccccc2OC(C)=O)C1 (stereo unspecified)
  A = 0.0; B = 10; C = 7; D = -6; E = -1; F = 3; G = 0; H = -4; I = -11
CSc1ccc(/C=C/C(=O)OCC(=O)NC2CC2)cc1
  A = 3.9; B = -14; C = -4; D = 9; E = -1; F = 4; G = 2; H = 3; I = 23
CCc1ccc(NC(=O)C(C)OC(=O)/C=C/c2cccc([N+](=O)[O-])c2)cc1 (stereo unspecified)
  A = 0.1; B = -13; C = 30*; D = -16; E = -1; F = -3; G = 1; H = 9; I = 15
CCc1nc2ccc(C(=O)NCCOc3ccc(OC)cc3)cn2c1N(CC)Cc1ccc(OC)c(OC)c1
  A = 1.6; B = -2; C = -4; D = -5; E = -6; F = -11; G = 4; H = 8; I = -2
